Screens: PubChem, NMMLSC
AGP1-GFP MLPCN = modulators of AGP1-GFP expression in yeast TOR pathway, primary screen, cell-based, multiplex flow cytometry, S. cerevisiae, MLPCN library. 320,000 compounds, 0.02% hits. AID 2066, 2009. 3 h; GFP as percent of DMSO wells. GFP response vs DMSO, % at 10 µM;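 active = GFP response relative to DMSO above a set limit, near screen average plus 3 SD, cut at about 150% in these data; inconclusive = fewer than 70 cells counted for the yeast strain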;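 note: median GFP channel fluorescence of the gated AGP1 strain per well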
GRK2 aptamer HTS = compounds blocking aptamer binding on GRK2 – biochemical, human GRK2, bead flow cytometry, HTS, primary screen; AID 488847, 2010; FAM-aptamer displacement from GRK2; Beta-adrenergic receptor kinase 1 (Homo sapiens), P25098; 330,000 compounds, 0.59% hits; inhibition of aptamer binding, % at 10 µM;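 active = inhibition of aptamer binding above 40%, roughly 3 SD of noise, on plates passing a quality check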;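 note: median bead fluorescence of bound FAM aptamer so fluorescent compounds give negative values; no value below 0 was filed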
LAP4-GFP MLPCN = modulators of LAP4-GFP expression in yeast, primary screen, S. cerevisiae, multiplex flow cytometry, MLPCN library | 3 h; median GFP as percent of DMSO wells | GFP response vs DMSO, % at 10 µM | 320,000 compounds, 0.34% hits | AID 2023, 2009;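 active = GFP response vs DMSO above a set limit, about the screen mean plus 3 SD, cut at about 150% in these data; inconclusive = under 70 cell events counted for the yeast strain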
CR mimetic SO = reduction of superoxide in aged yeast, primary screen, HTS; S. cerevisiae aged cells, superoxide DHE fluorescence; hits give low values; superoxide response (% of plate mean), % at 10 µM; 330,000 compounds, 0.18% hits; AID 2690, 2010;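 active = superoxide response under a set limit, about three screen SD below normal, cut at about 65% in these data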;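 note: yeast aged for seven days with compound at 30 °C before DHE staining; 100% = average MFI of all compound-treated wells on the plate with controls excluded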
MEP2-GFP yeast = modulators of MEP2-GFP levels in yeast, primary screen, S. cerevisiae, multiplex flow cytometry, MLPCN library | S. cerevisiae MEP2-GFP strain, 3 h; 100% = DMSO control level | GFP response vs DMSO, % at 10 µM | 330,000 compounds, 0.51% hits;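 active = GFP response versus DMSO above a set limit, roughly screen mean plus 3 SD, cut at about 180% in these data; inconclusive = fewer than 70 cells counted for a yeast strain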;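 note: median GFP fluorescence of the barcode-gated MEP2-GFP cells per well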
VLA-4 inh = inhibition in human VLA-4 binding assay, primary screen, VLA-4 allosteric modulator project, MLPCN library, flow cytometry, VLA-4 expressing cells; Integrin alpha-4 (Homo sapiens), P13612; ligand binding flow cytometry; inhibition, % (about 7 µM as worked out from the volumes in the protocol); 330,000 compounds, 0.2% hits; in the data active = inhibition above about 50%
Target sequence (P13612 whole entry, looked up): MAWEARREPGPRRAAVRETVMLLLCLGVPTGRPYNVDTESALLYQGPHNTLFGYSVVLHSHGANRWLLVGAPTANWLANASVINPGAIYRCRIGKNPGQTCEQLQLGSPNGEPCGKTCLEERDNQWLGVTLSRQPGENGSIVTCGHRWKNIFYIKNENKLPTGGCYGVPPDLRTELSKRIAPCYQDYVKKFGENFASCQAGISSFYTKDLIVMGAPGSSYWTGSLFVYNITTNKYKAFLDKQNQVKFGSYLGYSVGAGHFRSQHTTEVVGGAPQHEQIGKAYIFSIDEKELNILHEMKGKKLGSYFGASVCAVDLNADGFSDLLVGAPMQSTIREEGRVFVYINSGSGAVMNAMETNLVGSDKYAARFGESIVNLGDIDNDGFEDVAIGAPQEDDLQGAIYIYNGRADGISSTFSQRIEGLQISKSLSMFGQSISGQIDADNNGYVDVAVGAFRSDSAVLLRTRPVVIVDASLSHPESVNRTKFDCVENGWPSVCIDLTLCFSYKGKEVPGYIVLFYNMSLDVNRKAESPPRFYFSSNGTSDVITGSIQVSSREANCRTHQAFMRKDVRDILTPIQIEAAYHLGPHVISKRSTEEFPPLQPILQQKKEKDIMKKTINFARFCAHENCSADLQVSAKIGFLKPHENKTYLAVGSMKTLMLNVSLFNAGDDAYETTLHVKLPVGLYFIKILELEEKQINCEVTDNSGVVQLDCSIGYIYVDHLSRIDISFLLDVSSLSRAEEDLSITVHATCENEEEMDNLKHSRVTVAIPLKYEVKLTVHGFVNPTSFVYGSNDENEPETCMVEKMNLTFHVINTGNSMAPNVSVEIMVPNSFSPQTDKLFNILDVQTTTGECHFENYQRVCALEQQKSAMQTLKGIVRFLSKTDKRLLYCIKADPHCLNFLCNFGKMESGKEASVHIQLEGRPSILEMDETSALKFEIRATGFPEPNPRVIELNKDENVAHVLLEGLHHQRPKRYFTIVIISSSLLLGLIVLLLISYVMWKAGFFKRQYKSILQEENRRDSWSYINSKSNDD
CIT2-GFP yeast = modulators of CIT2-GFP expression in yeast, primary screen, S. cerevisiae, GFP fusion, multiplex flow cytometry, MLPCN library; S. cerevisiae CIT2-GFP strain, 3 h; 100 means same as DMSO wells; GFP response vs DMSO, % at 10 µM; 320,000 compounds, 0.065% hits; AID 2029, 2009;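 active = GFP response relative to DMSO above a set limit, near the screen mean plus 3 SD, cut at about 150% in these data; inconclusive = Fewer than 70 cells measured for a yeast strain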;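 note: ratio of well median GFP fluorescence to mean of DMSO wells on the plate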
RPL19A-GFP yeast = RPL19A-GFP expression modulators in yeast, primary screen, cell-based, S. cerevisiae, multiplex flow cytometry, MLPCN; 330,000 compounds, 0.3% hits; AID 2025, 2009; percent response vs DMSO, % at 10 µM; S. cerevisiae RPL19A-GFP strain, 3 h; hits give low values;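 active = percent response vs DMSO below 50%; inconclusive = fewer than 70 events counted for the yeast strain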;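 note: median channel GFP fluorescence of the barcoded RPL19A-GFP strain; ratio of sample median GFP to plate DMSO average so 100% = DMSO; lower means less RPL19A-GFP as with rapamycin TOR inhibition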
* = called active by the depositor; i = inactive; ? = inconclusive; nt = no result given; [ ] = another dose, or the depositor's remark.

SMILES	AGP1-GFP MLPCN	GRK2 aptamer HTS	LAP4-GFP MLPCN	CR mimetic SO	MEP2-GFP yeast	VLA-4 inh	CIT2-GFP yeast	RPL19A-GFP yeast
O=S(=O)(NC1CCCCC1N1CCOCC1)c1ccc(Cl)cc1 (stereo not drawn)	101	1	91	97	99	2	100	97
COc1cc(/C=N/NC(=O)c2ccncc2)ccc1OC(=O)c1ccco1	103	2	80	103	106	-1	116	108
OC(c1ccccc1)C1CN(Cc2ccccc2)CCC1(O)c1ccccc1 (stereo not drawn)	101	0	93	109	101	-2	102	98
O=C(CN1C(=O)/C(=C2\SC(=S)N(CCS(=O)(=O)O)C2=O)c2ccccc21)Nc1cccc(Br)c1	79	2	77	94	93	6	101	92
COc1ccc(NC(=O)CCCNS(=O)(=O)c2cccs2)cc1	99	6	94	90	90	-21	93	101
O=C1Nc2ccccc2/C1=C/C(=O)c1cccs1	?	0	129[may fluoresce violet]	77	162[may fluoresce violet]	12	?	54[may fluoresce violet]
CCN1CCN(c2ccc(S(=O)(=O)N3CCOCC3)cc2NC(=O)c2ccccc2OC(F)F)CC1	97	0	98	99	96	3	92	102
COc1ccc(/C=N/NC(=O)c2ccc(=O)[nH]n2)cc1OC	129	2	99	90	96	12	89	100
Cc1cc2nncn2c(Cc2ccccc2)n1	91	4	96	105	98	4	90	91
C=CCNc1nc(N)c(C(=O)Nc2cc(C)on2)s1	106	1	100	112	105	1	100	99
Cc1ccc(CC(=O)O/N=C(\N)c2ccccn2)cc1	100[may fluoresce green]	2	101[may fluoresce green]	95	98[may fluoresce green]	-7	99[may fluoresce green]	97[may fluoresce green]
CC(=O)Nc1ccc(S(=O)(=O)Nc2ccc3nc(C)sc3c2)cc1	99	2	91	80	105	11	108	100
Cc1ccc2nc(NC(=O)C3CCN(C(=O)c4ccc(F)cc4)CC3)sc2c1	101	4	93	95	109	-8	105	106
COCCc1ncc(CN2CCC(C(=O)Nc3cccc(-c4cscn4)c3)CC2)cn1	93	0	91	103	93	5	93	92
CN(CC(=O)NCCN1CCCCCC1)S(=O)(=O)c1cccc2nsnc12	96	0	88	102	97	12	nt	97
CCC(CC)c1nc2ccccc2c(=O)[nH]1	106	0	115	93	97	3	96	98
Cc1[nH]c(=S)[nH]c(=O)c1Cc1ccc(OCC(C)C)cc1	101	3	106	104	99	12	100	99
CC1(C)C2(C#N)C(N)=NC3(OCCO3)C12C#N (stereo not drawn)	94	0	88	100	102	-7	103	99
COc1ccccc1N1CCN(C2CCN(C(=O)COc3cccc(C)c3)CC2)CC1	103	0	94	91	101	14	103	105
CCSC1=NCCN1S(=O)(=O)c1ccccc1	90	0	96	89	89	22	91	91
CCc1ccc(NC(=O)C(=O)NCC2CCCN2S(=O)(=O)c2ccccc2)cc1 (stereo not drawn)	112	0	120	83	104	4	106	98
Cc1c(Cc2ccccc2)c(=O)oc2cc(OCC(=O)N3CCC(C(=O)O)CC3)ccc12	98	2	105	107	106	5	97	98
CC(C)(C)NC(=O)c1ccc2c(c1)N(CC(=O)N1CCCC1)C(=O)C(C)(C)O2	97	0	85	92	92	13	106	96
O=C(Nc1ccccc1Cl)N1CCN(C/C=C/c2ccccc2)CC1	104	0	101	107	100	2	100	103
CCOC(=O)N1CCN(C(=O)c2ccc(CNS(=O)(=O)c3ccc(OC)cc3)cc2)CC1	103	4	97	89	103	-2	109	100
OCCN1CN=C(Nc2nc3ccccc3o2)NC1	100	0	94	88	95	-1	99	100
N#CC(C#N)=C(N)CSc1cccc[n+]1[O-]	97	0	96	95	94	-1	90	93
CC12CCC(C(=O)OC3CCCCC3)(OC1=O)C2(C)C (stereo not drawn)	101	0	97	100	101	6	101	107
COc1ccc(NS(=O)(=O)c2cc(NC(=O)c3cnccn3)ccc2OC)cc1Br	104	5	107	103	104	7	112	109
O=C(CSc1nc2scc(-c3ccco3)c2c(=O)n1-c1ccccc1)NCC1CCCO1 (stereo not drawn)	109	4	96	97	102	-12	106	104
Cc1ccc2c(c1)COc1c3ccc(C(=O)N4CCCCC4)cc3nn1-2	88	1	112	99	94	-5	89	101
CCOc1cc(N2CCOCC2)c(OCC)cc1NC(=O)Cc1cn2ccsc2n1	43	1	106	99	128	15	79	103
O=C(CO/N=C/c1ccc(OC(F)F)cc1)NCc1ccc(F)cc1	102	1	92	103	105	13	98	102
Cc1cc(C)n(-c2nc(NCCCO)c3c4c(sc3n2)CCCC4)n1	94	4	103	99	95	-9	88	103
COc1ccc(OCc2cc(C(=O)N3CCCCCC3)no2)c(Cl)c1	97	2	104	98	94	3	97	100
COc1ccccc1NS(=O)(=O)c1ccc2oc(SCc3ccc(F)cc3)nc2c1	109	2	98	96	105	-15	110	104
Cc1ccc(NS(=O)(=O)Cc2ccccc2)cc1Cl	104	1	85	100	108	6	107	106
CC1Cc2ccccc2N1C(=S)NC(=O)C1(C)CC1(Cl)Cl (stereo not drawn)	97	2	98	106	96	5	101	97
CCOc1ccc(-c2nc(CSCC(=O)NC3CCCc4ccccc43)c(C)o2)cc1 (stereo not drawn)	90	5	96	110	99	14	95	96
O=C1C2C3C=CC(C4CC34)C2C(=O)N1/N=C/c1ccc([N+](=O)[O-])s1 (stereo not drawn)	103	0	92	107	103	30	103	105
Cc1nc2nc(SCc3ccc([N+](=O)[O-])cc3)[nH]c2cc1Br	104	3	112	i	99	-16	92	99
Cc1ccc(S(=O)(=O)Nc2cc(C)cn(Cc3ccccc3)c2=O)cc1	101	2	93	97	105	-19	99	103
Cn1cnnc1SCC(=O)Nc1cc(S(=O)(=O)N2CCCCC2)ccc1Cl	106	0	103	81	107	-12	110	99
CCn1c(=NC(=O)c2cccc(N3C(=O)CCC3=O)c2)sc2c(C)ccc(OC)c21	107	0	103	90	108	14	110	110
CCn1cc(C(=O)NC2CCCCCC2)c2cc(OC)c(OC)cc2c1=O	104	0	103	101	105	-12	111	102
CCC(NC(=O)c1cccc(Cn2nc(C)c([N+](=O)[O-])c2C)c1)c1ccc(C(C)C)cc1 (stereo not drawn)	102	2	106	94	103	-4	99	98
Cc1ccc(C(=O)Nc2cccc(C(=O)N/N=C/c3ccccc3F)c2)cc1	102	0	90	114	102	-6	104	107
CC(=O)N/C(=C\c1ccccc1)C(=O)OCc1ccccc1	99	0	95	90	106	-25	84	107
O=C(O)c1ccc(-c2cccc([N+](=O)[O-])c2)o1	94	3	101	99	96	1	94	97
CCOC(=O)CCCNC(=O)CCCNC(=O)C(c1ccccc1)c1ccccc1	103	0	99	99	105	3	103	103
Nc1c(C(=O)N2CCCC2)sc2nc3c(cc12)CCCCCC3	100	2	102	103	107	7	97	104
C=CCSc1nnc(NC(=O)Cc2ccc(OC)c(OC)c2)s1	97	0	101	99	102	1	97	101
Cc1cc(C)c(C)c(OCCOCCN2CCOCC2)c1	101	2	94	101	103	-3	95	95
O=C(O)Cn1cc(/C=c2/sc3nc4ccccc4n3c2=O)c2ccccc21	100	3	108	96	101	10	97	97
Cc1ccccc1CC(=O)Nc1ccc2c(C)cc(=O)oc2c1	96	2	92	100	109	18	99	99
CCOC(=O)C(C)Sc1nc(-c2ccccc2)nc2ccc(F)cc12 (stereo not drawn)	99	3	98	98	103	-2	93	98
Oc1ccccc1-c1n[nH]c(=S)n1Cc1ccccc1	102	0	94	110	102	3	103	101
O=Cc1cnc(N2CCOCC2)nc1	103	3	99	102	110	2	110	105
COc1ccc([N+](=O)[O-])cc1CSc1ccccn1	105	0	100	93	99	-13	100	105
COc1ccc(CNC(=O)CCCCCn2c(SCC#N)nc3cc4c(cc3c2=O)OCO4)cc1	89	0	82	83	94	-2	73	92

Next section.
SMILES	AGP1-GFP MLPCN	GRK2 aptamer HTS	LAP4-GFP MLPCN	CR mimetic SO	MEP2-GFP yeast	VLA-4 inh	CIT2-GFP yeast	RPL19A-GFP yeast
Cc1nnc(-c2ccc(Oc3ccc(Cl)cc3)c([N+](=O)[O-])c2)o1	85	5	89	96	102	2	94	100
Nc1nc(NCCOCCO)nc(NCC2CCCO2)c1[N+](=O)[O-] (stereo not drawn)	107	0	117	106	97	4	98	102
Cc1ccccc1C(=O)NC(=S)N(C)C1CCCCC1	89	0	83	99	91	-5	90	98
O=C(NCCc1ccccc1Cl)C1CCC(=O)N(Cc2ccc(Cl)cc2)C1 (stereo not drawn)	96	4	103	96	92	-8	94	99
Cc1cccc(N(C(=O)c2cnc3n(c2=O)CCS3)C2CCCCC2)c1	88	0	92	95	98	-1	94	88
Cc1cc(OCc2cc(C(=O)N(C)CCOc3ccccc3)no2)cc(C)c1Cl	98	1	92	105	96	9	92	101
CSCC[C@H](NC(=O)[C@@H]1CSC2c3ccccc3C(=O)N21)C(=O)NC1CCCC1 (stereo partly drawn)	95	0	88	88	100	9	105	96
CC(=O)Nc1cccc(C(=O)OCc2csc(CC(=O)Nc3ccccc3C)n2)c1	91	0	89	115	91	3	84	92
N#C/C(=C\C1=C(N2CCOCC2)C(=C\c2ccc(Cl)cc2)/CC1)C(=O)Nc1ccccc1F	97	0	97	99	108	i	108	99
CCCc1cc(=O)oc2cc3oc(C)c(C)c3cc12	95	2	102	104	114	-29	101	98
O=C(Nc1nc2ccccc2[nH]1)C1CC(=O)N(c2ccc3c(c2)OCCO3)C1 (stereo not drawn)	105	3	102	95	102	13	124	96
CCCn1c(SCc2ccon2)nc2ccccc2c1=O	99	1	107	89	114	7	105	100
Oc1ccc(C(c2nnnn2CCc2ccccc2)N2CCN(c3nc4ccccc4s3)CC2)cc1 (stereo not drawn)	110	0	108	89	97	6	112	101
CC(C)NC(=O)Nc1cccc2c1O[C@H](CN(C)C(=O)Nc1ccccc1)[C@@H](C)CN([C@H](C)CO)C2=O	99	36	91	117	96	16	89	93
COc1ccccc1CC(=O)NC1CCN(Cc2ccccc2)CC1	101	2	97	87	104	12	102	107
COc1cccc(-n2c(N)c(C#N)c3ccc([N+](=O)[O-])cc3c2=O)c1	110	3	103	102	109	29	105	109
CC1CN(C(=O)c2cc(-c3ccncc3)nc3ccccc23)CC(C)O1 (stereo not drawn)	97	0	95	91	104	4	98	93
O=C(/C=C/c1ccccc1Cl)NNC(=O)c1cccs1	83	0	105	90	65	1	91	96
CC(Sc1nnnn1-c1ccc(O)cc1)C(=O)NNC(=O)c1ccc(F)cc1 (stereo not drawn)	109	3	109	88	104	0	101	104
CC(C)c1c(C(=O)N/N=C/c2cccc(OCc3ccc(F)cc3)c2)nnn1-c1nonc1N	104	0	106	131	106	11	101	100
COc1cccc(N2C(=O)CC(N3CCc4ccccc4C3)C2=O)c1 (stereo not drawn)	98	1	103	105	88	-4	90	92
CCN(CC)/C(=N\S(=O)(=O)c1ccccc1C)c1ccccc1	100	0	98	102	108	17	106	109
Cn1cc(C(=O)N/N=C/c2ccc([N+](=O)[O-])cc2)c2ccccc21	104	nt	106	95	103	0	87	96

Looked up above.
AGP1-GFP MLPCN, COc1ccccc1CC(=O)NC1CCN(Cc2ccccc2)CC1 : 101
GRK2 aptamer HTS, CC(Sc1nnnn1-c1ccc(O)cc1)C(=O)NNC(=O)c1ccc(F)cc1 (stereo not drawn) : 3
